Screens (PubChem BioAssay)
KB-3-1 cytotox – KB-3-1 parental cell cytotoxicity; KB-3-1 viability, CellTiter-Glo ATP luminescence, 72 h; Potency, µM (top dose mostly 46.1 µM), for the others: at the top dose activity change, negative = cytotoxic, hits mostly cytotoxic; 1.4% of 400,000 active; further: on the % scale 0 is the no-effect control and ±100 the full control effect; nearly all actives have a fitted effect of over 60% in size
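72 h, 37 °C compound treatment of KB-3-1 parental cells; CellTiter-Glo added, 10 min, luminescence read. Data corrected against DMSO-only plates and normalized before curve fitting.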
TDP-43 yeast inh – rescues yeast growth from TDP-43 toxicity | TDP-43 expressing yeast growth rescue, BacTiter-Glo, 24 h | Potency, µM (doses to about 46.1 µM), for inactives: top-dose growth rescue (activation), most hits filed as activators | 1.8% of 410,000 active; further: % of control where 0% means no effect; nearly all actives have a fitted effect of over 50% in size
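Yeast cells expressing TDP-43 under galactose induction are exposed to compounds for 24 hr at 30 deg C. BacTiter-Glo luminescence measures growth, so protective compounds score as activators.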
HEK293 tox – cytotoxicity in counter-screen for GLP-1R inverse agonists. Potency, µM (highest dose often 38.3 µM), without a hit: at the top dose activity change, negative = inhibition, actives largely listed as inhibitors. HEK293 cAMP-luciferase reporter cells, luminescence, 24 h. 0.13% of 410,000 active. AID 624418;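 further: loss of luciferase light is scored as toxicity; on the % scale 0 is the no-effect control and ±100 the full control effect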
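MLSMR compounds, 24 hr on cells at 37 deg C/5% CO2; luminescence after luciferase reagent (12 min RT). Inhibition counted as the undesired cytotoxic outcome.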
HT1080-NT tox – kills 2HG-producing HT-1080-NT fibrosarcoma cells | HT-1080-NT fibrosarcoma viability, CellTiter-Glo ATP luminescence, 48 h | AID 686970 | 1.6% of 360,000 active | Potency, µM (top dose mostly 46.1 µM), inactives show top-dose activity, negative = less viability, hits mostly cytotoxic;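 further: NT is the 2HG producing partner of a matched IDH1 knockdown line; 0% = DMSO-treated cells and -100% = media-only wells without cells; nearly all actives have a fitted effect of over 55% in size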
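Toxicity toward the 2HG-producing NT line was scored as %Activity, normalised to DMSO and no-cell wells, from CellTiter-Glo luminescence after 48 hours' treatment.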
HT1080 IDH1KD tx – kills HT-1080 cells with IDH1 knockdown | HT-1080 IDH1 knockdown viability, ATP luminescence, 48 h | Potency, µM (series often up to 46.1 µM), for the others: at the highest dose activity, negative = toxicity, hits mostly cytotoxic | 2% of 360,000 active | AID 686971;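 further: 0% = DMSO wells and -100% = cell-free medium wells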
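CellTiter-Glo luminescence after 48 h compound exposure at 37 degrees C of IDH1-knockdown HT-1080 cells in 5% FBS RPMI. %Activity scaled between DMSO wells and cell-free media wells, with curves fitted and assigned curve classes.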
KB-V1 cytotox – KB-V1 MDR subline cytotoxicity; Potency, µM (titrated, usually from 46.1 µM), for the others: top-dose activity change, negative = cytotoxicity, actives largely listed as cytotoxic; KB-V1 MDR cells viability, CellTiter-Glo, 72 h; 3.4% of 400,000 active; AID 1347076; further: on the % scale 0 is the no-effect control and ±100 the full control effect; nearly all actives have a fitted effect of over 60% in size
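Potencies derive from concentration-effect curves fitted to normalized luminescence (CellTiter-Glo) of KB-V1 cells treated for 72 h at 37 degrees C in phenol-red-free DMEM containing 10% FBS.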
GLP1R inv ag – acts as inverse agonist at human GLP-1 receptor; P43220; HEK293 GLP-1R CRE-luciferase, luminescence, 24 h; GLP-1R form is constitutively active; Potency, µM (top dose mostly 38.3 µM), inactives show at the highest dose activity change, negative = inhibition, most hits filed as inhibitors; 1.6% of 410,000 active; AID 624417; further: on the % scale 0 is the no-effect control and ±100 the full control effect; nearly all actives have a fitted effect of over 55% in size
Target sequence (P43220 whole entry, looked up): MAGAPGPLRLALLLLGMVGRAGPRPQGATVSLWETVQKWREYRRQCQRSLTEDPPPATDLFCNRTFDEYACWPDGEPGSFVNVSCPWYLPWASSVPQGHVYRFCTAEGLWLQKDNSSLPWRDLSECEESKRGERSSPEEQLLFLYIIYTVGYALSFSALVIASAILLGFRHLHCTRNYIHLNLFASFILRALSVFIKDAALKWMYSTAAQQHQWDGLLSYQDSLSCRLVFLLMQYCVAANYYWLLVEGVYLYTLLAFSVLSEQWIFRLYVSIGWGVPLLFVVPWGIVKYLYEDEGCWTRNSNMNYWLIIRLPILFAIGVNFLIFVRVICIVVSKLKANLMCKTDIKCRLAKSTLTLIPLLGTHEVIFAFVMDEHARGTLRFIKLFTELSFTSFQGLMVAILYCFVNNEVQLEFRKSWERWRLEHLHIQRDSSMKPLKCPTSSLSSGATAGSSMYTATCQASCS
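Constitutively active GLP-1R drives a cAMP-responsive luciferase in stably transfected HEK293 cells; test compounds are added after overnight (12 h) attachment and left 24 hr, and signal loss in luminescence marks inhibition.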
GLP-1R agonist – activates the human GLP-1 receptor | HEK293 GLP-1R CRE-luciferase, luminescence, 4-6 h; cells express a hypersensitive GLP-1R form | Potency, µM (titrated, usually from 45.6 µM), inactives show top-dose activation, usual class: activators | 0.007% of 380,000 active; further: % of control where 0% means no effect
SW480 rerep – DNA re-replication induction in SW480 cells. SW480 DNA re-replication, Hoechst DNA content imaging, 48 h. Potency, µM (titrated, usually from 46.1 µM), inactives show top-dose re-replication activation, hits mostly activators. 1.8% of 340,000 active. AID 624297; further: % of control where 0% means no effect; nearly all actives have a fitted effect of over 55% in size
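Hoechst fluorescence of nuclei (405 nm excitation, 500-530 nm emission) measured by plate-scanning imager after 48 hr compound exposure at 37 C; re-replication scored as increased number of nuclei with elevated intensity.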
Numbers without * were called inactive; u = inconclusive; x = no result given; & = joins results of further samples; [ ] = remark or other dose. The call rests on the fitted dose curve; in most records, active means well fitted curve in the direction sought with a large enough effect; inconclusive means small, poorly fitted or top-dose-only effect, or another doubt; inactive means no such curve, though single readings can be large; an effect the other way counts as inactive or inconclusive. Potency means the concentration at half of the fitted maximal effect.

Fields – KB-3-1 cytotox	TDP-43 yeast inh	HEK293 tox	HT1080-NT tox	HT1080 IDH1KD tx	KB-V1 cytotox	GLP1R inv ag	GLP-1R agonist	SW480 rerep
> CC(C)(C)c1ccc(Oc2nc3ccccn3c(=O)c2/C=C(\C#N)c2nc3ccccc3s2)cc1
  1%	22%	78%[activator]	x	x	3%	3%	x	x
> O=c1[nH][nH]c2c1[C@H](c1ccccc1)O[C@H](C1CCCCC1)C2
  -21%	35µM*	-2%	-16%	-19%	u	u	-7%	x
> CCOC(=O)CN(C(=O)CSc1nnc(CNc2ccc(F)cc2)n1CC)c1ccc(F)cc1
  25%	19%	16%	-4%	-3%	-20%	2%	13%	-3%[9.22 µM]
> Cc1cc(C)nc(SCc2ccccc2C#N)n1
  11%	20%	17%	-13%	-5%	u	1%	1%	-6%[9.22 µM]
> Cc1ccc(N(CC(O)CN2CCOCC2)S(=O)(=O)c2ccc3ccccc3c2)cc1 (stereo not given)
  u	0%	-5%	-15%	-14%	u	u	0%	-5%
> CCN(CC)S(=O)(=O)c1cccc(C(=O)N/N=C/c2ccc(OC)c(O)c2)c1
  -2%	-3%	2%	-3%	-3%	22%	0%	17%	-5%
> CC(C)c1[nH]nc2c1C(C1C=CCCC1)C(C#N)=C(N)O2 (stereo not given)
  u	2%	-12%	u	u	0%	-21%	-6%	u
> N/C(=N\c1nc2ccccc2o1)NC(=O)c1ccc(Cl)cc1
  u	u	-2%	1%	2%	-1%	3%	-4%	-4%
> Cc1onc(-c2ccccc2Cl)c1C(=O)N1CCCCC1C (stereo not given)
  -7%	-24%	-8%	11%	10%	-12%	-18%	1%	1%
> CCC(CC)C(C(=O)NCc1ccccc1)N1CCN(C(=O)C2CCCO2)CC1 (stereo not given)
  10%	4%	2%	12%	26%	-20%	0%	x	x

Two compounds from above, reduced to HT1080-NT tox:
| compound | HT1080-NT tox |
| --- | --- |
| CCC(CC)C(C(=O)NCc1ccccc1)N1CCN(C(=O)C2CCCO2)CC1 (stereo not given) | 12% |
| CC(C)c1[nH]nc2c1C(C1C=CCCC1)C(C#N)=C(N)O2 (stereo not given) | u |

(further entries)
Fields – KB-3-1 cytotox	TDP-43 yeast inh	HEK293 tox	HT1080-NT tox	HT1080 IDH1KD tx	KB-V1 cytotox	GLP1R inv ag	GLP-1R agonist	SW480 rerep
> CCOc1ccc(-n2c(-c3ccccc3)nnc2-c2ccccc2)cc1
  -3%	u	21%	u	u	0%	u	1%	5%
> S=C1NCCOCCNC(=S)NCCOCCOCCOCCN1
  -3%	4%	14%	-5%	3%	-5%	32%[activator]	1%	13%
> Cc1ccccc1NC(=O)CCN1CCN(CCO)CC1
  16%	-17%	13%	18%	15%	0%	13%	9%	-5%
> Cc1ccc2ccc(S(=O)(=O)n3nc(C)cc3C)cc2c1
  -15%	2%	7%	-17%	-11%	u	-30%	2%	u
> CCOC(=O)c1ccc(NC(=O)c2ncn3c2C(=O)N[C@H](C)C3)cc1
  4%	22%	4%	23%	23%	-4%	14%	-5%	x
> CCC(Sc1nnnn1C)C(=O)Nc1ccc(C(C)=O)cc1 (stereo not given)
  -5%	-12%	-10%	7%	4%	-1%	34%[activator]	-1%	0%
> CC(NC(=S)NCCCN1CCOCC1)C1CC2CCC1C2 (stereo not given)
  6%	-3%	u	-1%	8%	-25%	-34%	4%	2%
> NC(=O)CC(NC(=O)c1ccccc1)c1ccc(NCCN2CCCCC2)c([N+](=O)[O-])c1 (stereo not given)
  21%	-9%	5%	20%	9%	24%	6%	0%	4%
> S=C(NCCc1ccccc1)N1CCn2cccc2C1c1cccnc1 (stereo not given)
  -15%	-10%	20%	-19%	0%	u	u	6%	3%
> CCOc1ccccc1NC(=O)CCCNC(=O)c1ccc(Cl)cc1
  4%	16%	-14%	-1%	-2%	u	-14%	8%	1%
> Clc1cccc(CN2CCCCCC2)c1
  0%	2%	-9%	-3%	4%	2%	-4%	-5%	3%
> Cc1c(C(=O)N2CCN(C)CC2)oc2c1C(=O)CC(C)(C)C2
  -4%	-21%	-1%	3%[9.24 µM]	-18%	12%	5%	-9%	3%
> CCOC(=O)CSc1nc2c(c(=O)[nH]c(=O)n2C)n1CCCc1ccccc1
  10%	-17%	1%	-2%	-1%	-7%	28%	15%	-25%
> CSc1nc2c(c(=O)[nH]c(=O)n2C)n1Cc1ccc(Cl)cc1
  -8%	u	6%	-29%	u	u	83%[activator]	3%	-3%
> O=C(Nc1cc(Cl)cc(Cl)c1)c1ccc2c(c1)N(Cc1cccc(Cl)c1)C(=O)c1ccccc1S2=O (stereo not given)
  -6%	18%	2%	x	x	4%	12%	x	x
> CC(=O)c1ccc(NC(=O)C2CCCN(S(=O)(=O)c3ccc4c(c3)CCCN4C(C)=O)C2)cc1 (stereo not given)
  4%	19%	0%	x	x	0%	11%	x	x
> CCNC(=O)CN(CCc1ccccc1)S(=O)(=O)c1ccc(OC)cc1
  1%	15%	1%	-6%	10%	21µM*	0%	1%	-6%
> CCC1S/C(=N/N=C/c2ccco2)N(c2ccc(F)cc2)C1=O (stereo not given)
  1%	11%	1%	-3%	6%	7%	0%	-3%	0%
> Cc1ccc(NC(=O)Cn2c(=O)n(Cc3nc(-c4ccccc4)no3)c(=O)c3ccccc32)c(C)c1
  0%	21%	-4%	x	x	-5%	-3%	x	x
> O=C(C1CCCN(S(=O)(=O)c2cccc3nonc23)C1)N1CCN(c2cccc(C(F)(F)F)c2)CC1 (stereo not given)
  u	3%	2%	x	x	-23%	9%	-2%	x
> COc1ccc(C(=O)N(Cc2cccs2)C2CCS(=O)(=O)C2)cc1 (stereo not given)
  2%	-3%	2%	10%	16%	-15%	15%	10%	-5%
> COc1ccc(C=O)cc1Cn1ccnc1C
  8%	15%	-2%	3%	1%	0%	10%	4%	0%
> CC(=O)N1CCN(C(=O)c2cc(S(=O)(=O)NCc3ccccc3)ccc2C)CC1
  2%	11%	-2%	13%	15%	2%	17%	-2%	-2%
> Cc1nc(C(=O)NCc2ccccc2)sc1C1(C)CC(c2ccccc2)=NO1 (stereo not given)
  9%	20%	0%	-3%	1%	-3%	-27%	8%	-28%[9.22 µM]
> Cc1c(C(=O)Nc2ccccc2F)sc2ncn(CC(=O)N3CCCCC3)c(=O)c12
  -20%	-11%	4%	15%	1%	-27%	u	-5%	u
> CCOc1ccc(CCNC(=O)c2ccc3nc(CC)c(CC)nc3c2)cc1
  0%&-10%	14%&0%	2%&-11%	9%	16%	-17%&2%	-15%&-24%	2%	9%
> O=C(O)Cc1sc(-c2ccccc2)nc1-c1cccs1
  -6%	13%	-12%	-1%	0%	u	13%	-2%	19%
> C=CCn1c(NC)cc(=O)n(C)c1=O
  6%	0%	2%	16%	17%	2%	0%	-8%	-3%
> CCCCN(CC)CCNC(=O)c1cn(-c2ccc(Cl)cc2)c(=O)c2ccccc12
  1%	-26%	-29%	-8%	-20%	-11%	10µM*	7%	-31%[inhibitor]
> O=C(NCCOc1ccccc1F)c1cc(F)c(F)cc1Cl
  5%	3%	-7%	25%	20%	-1%	u	0%	-23%
> CCN1CCN(S(=O)(=O)c2ccc(Cl)c(C(=O)N(CCc3ccccc3)Cc3ccccc3)c2)CC1
  -1%	-4%	u	u	u	-4%	u	5%	-4%
> NNC(=O)CN1C(=O)Nc2ccc(Cl)cc2C1c1ccccc1 (stereo not given)
  -11%	4%	1%	-1%	4%	-3%	u	-2%	-2%
> Cc1ccc(SC[C@H](Cc2ccccc2)N2CCN(CCc3ccccc3)CCC2=O)cc1
  -27%	9%	10%	-28%	u	-16%	13%	11%	-5%[9.22 µM]
> Cc1ccc(S(=O)(=O)NCC(=O)OCCOc2ccccc2F)cc1
  0%	5%	-13%	7%	-6%	13%	9%	-7%	0%
> Cc1ccc(OCCn2cc(C(=O)c3ccco3)c3ccccc32)cc1C
  -20%	12%	-21%	x	x	-6%	10µM*	x	x
> O=C1CC(=C2c3ccccc3-c3ccccc32)C(=O)N1CCN1CCN(c2ccccc2)CC1
  -7%	-29%	6%	-4%	1%	u	0%	1%	16%
> CCOc1ccccc1NC(=O)c1cnccn1
  -3%	11µM*	6%	15%	13%	2%	2%	19%	-9%
> CCOC(=O)c1c(C)[nH]c(C(=O)OCC(=O)NCc2ccc(C)cc2)c1C
  0%	15%	2%	9%	4%	-3%	2%	0%	x
> c1ccc(C2=Nn3c(nnc3-c3cc(-c4ccccc4)n[nH]3)SC2)cc1
  u	12%	-14%	u	u	u	113%[activator]	-9%	1%
> COc1cc(/C=C2/SC(=S)N(CCC(=O)N3CCN(C)CC3)C2=O)cc(OC)c1OC
  2%	3%	-50%	-2%	-8%	4%	1%	-5%	x

Part of the list above, with each value named:
> O=C1CC(=C2c3ccccc3-c3ccccc32)C(=O)N1CCN1CCN(c2ccccc2)CC1
  KB-3-1 cytotox: -7%; TDP-43 yeast inh: -29%; HEK293 tox: 6%; HT1080-NT tox: -4%; HT1080 IDH1KD tx: 1%; KB-V1 cytotox: u; GLP1R inv ag: 0%; GLP-1R agonist: 1%; SW480 rerep: 16%

> CCOc1ccccc1NC(=O)c1cnccn1
  KB-3-1 cytotox: -3%; TDP-43 yeast inh: 11µM*; HEK293 tox: 6%; HT1080-NT tox: 15%; HT1080 IDH1KD tx: 13%; KB-V1 cytotox: 2%; GLP1R inv ag: 2%; GLP-1R agonist: 19%; SW480 rerep: -9%

(listing goes on)
Fields – KB-3-1 cytotox	TDP-43 yeast inh	HEK293 tox	HT1080-NT tox	HT1080 IDH1KD tx	KB-V1 cytotox	GLP1R inv ag	GLP-1R agonist	SW480 rerep
> O=C(CN1C(=O)c2ccccc2C1=O)N1CCN(c2ccccn2)CC1
  -7%	2%	7%	2%	7%	-2%	-10%	4%	u
> Cc1cc(N(C)/N=C/c2ccccc2)nc(-c2ccccc2O)n1
  -5%	12%	8%	10%	15%	-23%	7%	-4%	-41%[inhibitor]
> Cc1cc(=O)oc2c(CN(C)Cc3ccccc3)c(O)ccc12
  7%	-12%	123%[activator]	22%	16%	-15%	30%	3%	-10%
> Cc1c(NS(=O)(=O)c2cccc3nsnc23)c(=O)n(-c2ccccc2)n1C
  -8%	-14%	1%	12%	3%	2%	32%[activator]	-5%	11%
> CNC[C@H]1Oc2cc(Br)ccc2S(=O)(=O)N([C@H](C)CO)C[C@H]1C
  -15%	0%	11%	-3%	-3%	-6%	5%	-2%	x
